Source: PubChem
ABCB6 inh MLPCN – inhibitors of human ABC transporter ABCB6; Q9NP58; K562-ABCB6 porphyrin accumulation, flow cytometry, 1 h; hits give low values; fluorescence ratio to DMSO, % at 10 µM; actives 0.19% (n = 360,000);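 active means fluorescence ratio to DMSO below 75%, the collection mean minus 3 SD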;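 further: signal is porphyrin accumulated inside mitochondria; 100% equals median channel fluorescence of DMSO control wells; lower ratio means ABCB6 inhibition with less porphyrin fluorescence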
Glyco luc inh – blocks N-linked glycosylation in D54 reporter cells; actives 0.23% (n = 360,000); reporter increase, % at 12.5 µM; AID 588692; D54 ERlucT glycosylation luciferase reporter, 24 h; percent of 100 nM tunicamycin response;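 active means mean luciferase reporter signal, scaled so untreated is 0 and the glycosylation-blocking control 100, at or above a set limit in every replicate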;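 further: luciferase carries N-glycosylation sites so blocking glycosylation raises the light; 0% = median of neutral control wells and 100% = median of 100 nM tunicamycin wells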
MC4R antagonist – blocks human MC4R cAMP signaling; MC4R-expressing cells, MTII-stimulated cAMP, LANCE TR-FRET; inhibition, % at 6.5 µM; actives 0.48% (n = 360,000);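 active means inhibition above its plate's cutoff, the mean of tested wells on that plate plus 3 SD, cut at about 29% in these data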;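 further: 0% = Melanotan II alone and 100% = Melanotan II plus saturating MCL0020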
Target sequence (P32245 whole entry, looked up): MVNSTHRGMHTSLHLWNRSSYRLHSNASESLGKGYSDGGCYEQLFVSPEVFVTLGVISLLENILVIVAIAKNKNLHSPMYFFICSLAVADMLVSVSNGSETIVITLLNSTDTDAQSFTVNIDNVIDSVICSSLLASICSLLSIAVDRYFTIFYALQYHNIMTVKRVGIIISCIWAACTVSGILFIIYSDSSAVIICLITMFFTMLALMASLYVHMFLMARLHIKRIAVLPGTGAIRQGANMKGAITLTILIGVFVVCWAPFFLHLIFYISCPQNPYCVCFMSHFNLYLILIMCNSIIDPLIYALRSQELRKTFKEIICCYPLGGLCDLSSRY
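system = U2OS cells with stable human MC4R expression | also added = Melanotan II challenge after compound preincubation | dosing = one concentration, 6.5 µM nominal | incubation = compound 30 min, challenge 1 h, detection 1 h | measured by = TR-FRET with Eu-cAMP and labeled anti-cAMP, 671 nm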
m5-HT2A agonist – activates the mouse 5-HT2A serotonin receptor; CHO-K1 mHTR2A beta-arrestin complementation, luminescence; percent of 30 µM serotonin response; activation, % at 7.6 µM; actives 0.66% (n = 360,000); AID 624169;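 active means activation above a run cutoff, the mean activation of all tested compounds plus 3 SD, cut at about 14% in these data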;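 further: 0% = plate median of compound wells and 100% = 30 µM serotonin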
H9c2 protect – protects H9c2 cardiomyocytes from peroxide injury. protection from H2O2 cell death, % at 20 µM. AID 588492. actives 0.63% (n = 360,000). H2O2 injury protection, ATPLite, 2 h;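 active means compounds giving at least 50% protection of heart cells from peroxide-induced death in the single-dose screen, raw or plate-pattern-corrected value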;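 further: 0% = DMSO wells with peroxide and 100% = DMSO wells without peroxide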
TLR9-MyD88 inh – blocks human TLR9 binding to MyD88. Q9NR96+Q99836. CHO BLA complementation TLR9-MyD88, CCF4 FRET ratio. inhibition, % at 4.98 µM. actives 0.21% (n = 340,000);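 active means inhibition above the mean over all tested compounds plus 3 SD, cut at about 21% in these data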;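 further: 0% = DMSO only wells and 100% = clavulanate BLA inhibitor control wells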
MC4R ag barr – agonists of human melanocortin 4 receptor (MC4R) beta-arrestin | P32245 | U2OS MC4R beta-arrestin complementation, luminescence; percent of melanotan II response, DMSO zero | activation, % at 8.9 µM | actives 0.98% (n = 360,000) | AID 540308;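 active means activation above a per-plate cutoff, the mean activation of sample wells on that plate plus 3 SD, cut at about 8% in these data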
NCOA2 inhibitor – inhibits human steroid receptor coactivator 2. Q15596. HEK293 GAL4-SRC2 luciferase reporter, luminescence. inhibition, % at 9 µM. actives 0.17% (n = 370,000);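 active means inhibition above the mean inhibition of all tested compounds plus 3 SD, set per campaign, cut at about 52% in these data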;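 further: 0% = DMSO treated cells and 100% = cells given Gossypol at 36 µM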
ABHD5-PLIN5 inh – inhibitors of human ABHD5-perilipin-5 interaction | Q00G26+Q8WTS1 | Split G. princeps luciferase complementation, luminescence, 4 h | inhibition, % at 4 µM | actives 0.78% (n = 360,000);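 active means inhibition above the mean inhibition across every tested compound plus 3 SD, cut at about 22% in these data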;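 further: 0% = DMSO only wells and the 100% control is not disclosed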
NOD2 RIPK2 PPI – blocks binding of human NOD2 to RIPK2 | O43353 | CHO BLA complementation NOD2-RIPK2, CCF4 ratio | inhibition, % at 4.98 µM | actives 0.38% (n = 360,000) | AID 624267; in the data active means inhibition above about 21%;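 further: 0% = vehicle only and 100% = reference blocker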
Target sequence (O43353 whole entry, looked up): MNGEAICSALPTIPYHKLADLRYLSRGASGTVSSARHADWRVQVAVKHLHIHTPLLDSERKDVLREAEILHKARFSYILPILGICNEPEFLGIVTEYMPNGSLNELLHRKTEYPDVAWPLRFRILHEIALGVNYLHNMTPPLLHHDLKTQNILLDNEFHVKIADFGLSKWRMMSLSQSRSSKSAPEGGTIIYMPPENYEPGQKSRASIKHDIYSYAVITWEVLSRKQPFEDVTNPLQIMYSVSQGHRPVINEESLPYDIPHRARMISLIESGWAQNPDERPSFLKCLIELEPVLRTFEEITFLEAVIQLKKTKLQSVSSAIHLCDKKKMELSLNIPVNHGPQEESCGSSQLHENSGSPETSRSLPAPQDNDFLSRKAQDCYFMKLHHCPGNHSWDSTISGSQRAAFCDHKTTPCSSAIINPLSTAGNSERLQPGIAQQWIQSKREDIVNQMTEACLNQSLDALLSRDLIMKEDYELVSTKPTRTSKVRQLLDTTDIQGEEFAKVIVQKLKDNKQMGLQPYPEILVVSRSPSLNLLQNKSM
* = called active by the depositor; . = no result given. Only part of the results is shown; rates above refer to the full screens.

Values run as follows: ABCB6 inh MLPCN	Glyco luc inh	MC4R antagonist	m5-HT2A agonist	H9c2 protect	TLR9-MyD88 inh	MC4R ag barr	NCOA2 inhibitor	ABHD5-PLIN5 inh	NOD2 RIPK2 PPI
- O=C(O)COc1ccccc1/C=N/NC(=O)c1cc(-c2ccc(F)cc2)nc2ccccc12
→ 98	-1	-4	1	-3	-3	3.2	0	3	-6
- Cc1ccc(C)c(N2CCN(C(c3ccncc3)c3nnnn3Cc3ccccc3)CC2)c1 (centres undefined)
→ 100	-1	-3	-7	-3	7	-0.3	-1	0	-7
- CCOc1ccc(CCN2CN(CC)CNC2=S)cc1OCC
→ 104	2	12	0	-6	1	0.0	6	4	-4
- CCNC(=S)N1CCn2cccc2C1c1ccc(F)cc1 (centres undefined)
→ 99	-4	1	-6	3	-11	-2.0	-6	-2	-3
- Cc1ccc2occ(C(c3nnnn3Cc3ccccc3)N3CCOCC3)c(=O)c2c1 (centres undefined)
→ 102	2	7	4	8	-3	-0.9	16	4	-9
- CNCC(C)COc1ccccc1OCc1ccccc1 (centres undefined)
→ 100	3	1	-7	0	-1	-1.3	-2	0	6
- Cc1ccc(S(=O)(=O)N2[C@@H](c3ccc(F)cc3)C(C(=O)O)=CC[C@H]2c2cccs2)cc1
→ 96	2	8	-3	2	-6	-0.6	-17	-4	-5
- Cn1ncc2cc3c(Nc4ccc(Cl)cc4)cccc3nc21
→ 94	-1	.	0	2	.	.	-7	2	-10
- Cc1ccc(N(CCC#N)C(=O)COC(=O)c2cc(C)no2)cc1
→ 103	-1	0	-4	-2	-11	-1.8	16	-2	-9
- COc1ccc(C2CC3(O)CC(C#N)(C(=O)N3)C2(C#N)C#N)cc1 (centres undefined)
→ 102	1	9	3	10	-1	-0.9	-7	-1	-2

Only TLR9-MyD88 inh, MC4R ag barr and H9c2 protect, for some of the entries so far:
canonical_smiles	TLR9-MyD88 inh	MC4R ag barr	H9c2 protect
CCOc1ccc(CCN2CN(CC)CNC2=S)cc1OCC	1	0.0	-6
CCNC(=S)N1CCn2cccc2C1c1ccc(F)cc1 (centres undefined)	-11	-2.0	3

(listing goes on)
Values run as follows: ABCB6 inh MLPCN	Glyco luc inh	MC4R antagonist	m5-HT2A agonist	H9c2 protect	TLR9-MyD88 inh	MC4R ag barr	NCOA2 inhibitor	ABHD5-PLIN5 inh	NOD2 RIPK2 PPI
- Cc1cc(Cl)c(S(=O)(=O)Nc2ccc(S(=O)(=O)N3CCOCC3)cc2)cc1OCC(N)=O
→ 100	2	8	3	5	-13	-1.2	-5	-4	2
- CCOc1cc(C(=O)NN=C2CCCC2)cc(OCC)c1OCC
→ 102	-2	-17	-6	1	-4	-3.9	13	-14	9
- CC(=O)c1c(C(C)=O)c(C)n(NC(=O)c2ccncc2)c1C
→ 103	1	1	2	5	1	-1.2	-12	-8	-1
- COc1ccc(NC(=O)CN(C)C(=O)CNC(=O)Cc2cccc3ccccc23)cc1
→ 93	0	17	0	-1	4	-2.7	-13	-1	-12
- Cc1oc(C)c(C(=O)NCCCC(=O)O)c1C(=O)NCCCC(=O)O
→ 102	3	-3	-5	5	-12	-1.4	-9	-1	2
- Cc1cc(C)cc(NS(=O)(=O)c2ccc(NC(=S)NC(=O)c3cccs3)cc2)c1
→ 99	0	7	-6	-12	-4	-1.8	16	2	-2
- Cc1cc(C)nc(NC2=NC3CCCCC3N2)n1 (centres undefined)
→ 97	3	-3	0	9	7	-0.4	-6	2	-5
- COc1ccc(NS(=O)(=O)c2ccc(C)c(C(=O)N3CCN(Cc4cc(OC)ccc4OC)CC3)c2)cc1
→ 96	-1	7	6	-1	-25	-3.5	-13	4	1
- COc1ccc(CC2(CO)CCN(C/C=C/c3ccccc3OC)CC2)cc1
→ 99	2	5	7	0	-5	4.8	-22	18	-5
- CC(=O)c1cccc(OCc2cc(C(=O)NCc3nc(C)c(C)s3)no2)c1
→ 101	0	-2	6	-6	-5	-2.5	-9	-4	9

(next part)
Values run as follows: ABCB6 inh MLPCN	Glyco luc inh	MC4R antagonist	m5-HT2A agonist	H9c2 protect	TLR9-MyD88 inh	MC4R ag barr	NCOA2 inhibitor	ABHD5-PLIN5 inh	NOD2 RIPK2 PPI
- Cn1c(CNC(=O)C(Cc2ccccc2)NC(=O)c2cccc(F)c2)cc(=O)n(C)c1=O (centres undefined)
→ 92	-1	2	2	1	-2	-1.4	4	8	-6
- CCCCNC(=O)C1(C)CCN1C(=O)c1cncc(Br)c1 (centres undefined)
→ 98	-1	1	-2	2	.	0.5	-8	-3	-1
- COc1ccc(N(CC(=O)NC2CCCCC2)C(=O)c2ccc(C)s2)c(OC)c1
→ 91	-6	5	2	2	-1	1.3	9	4	-1
- O=C(CCC(=O)OCC(=O)c1ccccc1)Nc1cccc2cccnc12
→ 96	0	-4	-1	3	-8	0.1	16	8	-9
- Cc1ccnc(NS(=O)(=O)c2ccc(NC(=O)c3oc4ccc(F)cc4c3C)cc2)n1
→ 100	1	22	1	-3	-2	-1.6	-4	-4	-6
- CSc1ccccc1OCc1cc(C(=O)N(Cc2nccn2C)C(C)C)no1
→ 106	0	1	-11	-2	-7	-1.8	7	-4	-2
- Cc1ccc(S(=O)(=O)Nc2ccc(-c3csc(-c4ccccc4)n3)cc2)cc1
→ 97	-2	4	9	-30	7	-0.2	24	-7	-6
- CNS(=O)(=O)c1cccc(C(=O)OCC(=O)NC(C)CCc2ccccc2)c1 (centres undefined)
→ 95	0	1	-7	1	-4	-0.7	-14	7	-11
- O=c1c(-c2ccc(Br)cc2)[n+]([O-])c2ccccc2n1OCc1ccccc1
→ 94	0	5	2	-6	12	0.3	-3	-1	-6
- Cc1ccc(CNC(=O)c2[nH]c(C(F)(F)F)nc2-c2ccccc2)cc1
→ 97	-1	.	-1	-6	.	.	-12	1	-9

Additional compounds.
Values run as follows: ABCB6 inh MLPCN	Glyco luc inh	MC4R antagonist	m5-HT2A agonist	H9c2 protect	TLR9-MyD88 inh	MC4R ag barr	NCOA2 inhibitor	ABHD5-PLIN5 inh	NOD2 RIPK2 PPI
- COc1ccc(C2CC(=O)n3nc(C45CC6CC(CC(C6)C4)C5)nc3S2)cc1OC (centres undefined)
→ 102	2	-1	-2	4	5	-1.0	-2	-1	-11
- Cc1ccc(-c2noc(CCC(=O)NCCN3CCOCC3)n2)cc1
→ 98	1	-2	1	11	1	-1.9	2	4	-6
- CCOC(=O)c1sc(NC(=O)c2cc3ccccc3o2)nc1C
→ 89	-4	4	-2	-14	5	-1.3	-23	0	1
- O=C(NCCC1=CCCCC1)c1cc2c(s1)CS(=O)(=O)C2
→ 143	-2	8	-5	0	0	-1.9	-38	6	-9
- O=C(c1ccc(-c2ccc(Cl)cc2Cl)o1)N1CCOCC1
→ 99	-4	1	-6	-9	18	0.9	-65	-2	1
- CC1OC2(C)OC(=N)C1(C#N)C(C#N)(C#N)C2c1ccccc1 (centres undefined)
→ 111	2	-1	-2	3	2	-1.8	-8	-6	3
- COc1ccc(C)cc1S(=O)(=O)N(C)CC(=O)Nc1ccc2c(c1)OCCO2
→ 94	-1	4	1	-8	-1	-1.3	3	-2	-13
- CC(=O)Nc1ccc(S(=O)(=O)NC2=NCN(CCOC(=O)c3ccccc3)CN2)cc1
→ 108	-1	10	7	15	-6	-1.8	-20	-1	8
- O=C(CCNc1ccc(F)c(Cl)c1)c1ccco1
→ 101	-1	-2	3	1	3	1.3	-6	11	-1
- O=C(CSc1nnnn1-c1ccccc1)NC1CCCc2ccccc21 (centres undefined)
→ 99	-1	12	-1	0	15	-1.5	4	2	-8

Record cards, from the list above. Order of values: ABCB6 inh MLPCN, Glyco luc inh, MC4R antagonist, m5-HT2A agonist, H9c2 protect, TLR9-MyD88 inh, MC4R ag barr, NCOA2 inhibitor, ABHD5-PLIN5 inh, NOD2 RIPK2 PPI
O=C(NCCC1=CCCCC1)c1cc2c(s1)CS(=O)(=O)C2 as listed: 143, -2, 8, -5, 0, 0, -1.9, -38, 6, -9
O=C(c1ccc(-c2ccc(Cl)cc2Cl)o1)N1CCOCC1 as listed: 99, -4, 1, -6, -9, 18, 0.9, -65, -2, 1

Following part:
Values run as follows: ABCB6 inh MLPCN	Glyco luc inh	MC4R antagonist	m5-HT2A agonist	H9c2 protect	TLR9-MyD88 inh	MC4R ag barr	NCOA2 inhibitor	ABHD5-PLIN5 inh	NOD2 RIPK2 PPI
- Cc1cccc(NC(=O)c2ccc(N3CCOCC3)c([N+](=O)[O-])c2)n1
→ 95	0	-8	-1	4	-13	-2.8	-45	4	-10
- Cc1ccc(CNC(=O)C(Cc2ccccc2)n2cccc2)cc1 (centres undefined)
→ 93	0	6	0	-2	-11	2.5	-7	-6	-3
- O=C1OC[C@H]2CCCN2C(=O)[C@@H](CC(=O)N(CCO)Cc2ccccc2)C/C=C\C[C@H]1Cc1ccc(F)cc1
→ 97	2	-5	2	27	1	-1.2	21	4	9
- O=C(NCCc1c[nH]c2ccccc12)C(=O)NCC1OCCN1S(=O)(=O)c1ccc(F)cc1 (centres undefined)
→ 99	-1	13	5	1	-1	-0.5	22	3	-1
- COc1ccc(-c2nn(C)c(=O)c3ccccc23)cc1NC(=O)COc1ccc(C)cc1
→ 101	-4	-2	0	-9	1	21*	-37	3	-5
- CCOC(=O)c1cc(-c2ccc(/C=C3/C(=O)N(c4ccc(C(=O)O)cc4)N=C3C)o2)ccc1Cl
→ 119	0	19	7	14	3	1.4	-1	-13	0
- Cc1cccc(C(=O)NC2CCN(CC(=O)Nc3cccc(Cl)c3)CC2)c1
→ 96	-2	4	-6	0	-7	-1.7	-15	-6	-4
- COc1ccc(CCNC(=O)COC(=O)Cc2cccc(F)c2)cc1
→ 92	1	1	-1	0	0	-2.1	1	5	9
- COc1cc(C(=O)NN(CCC#N)C2=NS(=O)(=O)c3ccccc32)cc(OC)c1OC
→ 99	1	-3	0	5	2	-1.0	-9	-5	7
- CC(OC(=O)CNC(=O)c1ccccc1F)C(=O)Nc1nc(-c2ccccc2)cs1 (centres undefined)
→ 99	-1	20	2	-7	5	2.7	-35	3	-4
- O=C(NCC(F)(F)F)c1csc([C@@H]2O[C@H](CO)[C@H](O)[C@H](O)[C@H]2O)n1
→ 109	1	0	-1	17	.	-1.0	-31	2	-3
- Cc1cc(F)ccc1S(=O)(=O)N1CCCOC1CNC(=O)C(=O)NCCN1CCOCC1 (centres undefined)
→ 102	-1	3	2	7	-5	-3.0	-4	0	-2
